MrgX1 allo act: positive allosteric modulators of MrgX1, primary screen, HEK293 cells, Fluo-4 calcium flux; Mas-related G-protein coupled receptor member X1 (Homo sapiens), Q96LB2; FDSS; active compounds read high; B-score at 10 µM; 0.63% of 310,000 active;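 active = plate-corrected calcium response at least 3 library SD above typical, normal starting fluorescence, not activating the receptor alone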;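 note: compound read alongside a low EC10 to EC30 dose of BAM8-22 agonist; peak minus trough fluorescence over baseline measured at the second addition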
RGS4 inh: RGS4 inhibitors, primary screen, cell-based, HEK293 M3R inducible RGS4, calcium flux | Regulator of G-protein signaling 4 (Homo sapiens), P49798 | Fluo-4 calcium flux; active compounds read high; triggered by carbachol at its EC20 | B-score at 10 µM | 0.45% of 310,000 active;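 active = B-score, a plate-corrected calcium signal, over three deviations above library mean, with baseline fluorescence within five deviations of library mean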;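 note: RGS4 expression induced by doxycycline in cells with stable M3 receptor; B-score is computed from the integrated fluorescence ratio over baseline after carbachol; higher B-score means a larger calcium signal and so more RGS4 inhibition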
Platelet DG rel: inhibitors of platelet dense granule secretion, primary screen, cell-based, MLPCN, human platelets. 0.22% of 300,000 active. AID 1663, 2009. inhibition, %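 (compounds screened at 7.5 µM in platelet-rich plasma)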. human platelet-rich plasma, SFLLRN dense granule ATP release, luminescence;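 active = mean replicate score, as percent of positive control, at or above 50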
RGS4 act: RGS4 potentiators or activators, primary screen, cell-based, HEK293 M3R inducible RGS4, calcium flux | AID 463111, 2010 | B-score at 10 µM | 0.92% of 310,000 active | carbachol calcium flux Fluo4; active compounds read low;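 active = B-score of the integrated calcium signal more than 4 SD below the library mean, with starting fluorescence not abnormally high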;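 note: negative B-score means reduced calcium response which marks RGS4 activation or potentiation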
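Material: M3R-expressing HEK293 line, RGS4 induced by doxycycline | Schedule: Overnight RGS4 induction, 30 min dye load 37 °C, 20 min compound RT | Measured by: Fluo4 fluorescence kinetic imaging of calcium | Read-out: Integrated calcium ratio converted to B score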
MrgX1 ag: agonists of human MrgX1 receptor, primary screen, HEK293 cells, Fluo-4 calcium flux; Fluo-4 calcium fluorescence, agonist mode; active compounds read high; B-score at 10 µM; 0.44% of 310,000 active; AID 588627, 2011;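 active = calcium response B-score plate-corrected fluorescence ratio at least 3 library SD, with starting fluorescence B-score inside 5 SD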
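Test system: HEK293 cells stably expressing human MrgX1 receptor; Input: fifteen thousand cells per well; Dosing: compound delivered in addition one of three; Schedule: overnight seeding, then 1 h dark dye loading; Technique: Fluo-4 NW calcium fluorescence; Measure: B-scored fluorescence response ratio; Controls: positive and negative controls per plate.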
TRPC6 inh: mouse TRPC6 channel inhibitors, primary screen, cell-based, HEK293, membrane potential dye. Short transient receptor potential channel 6 (Mus musculus), Q61143. ACh-evoked depolarization; active compounds read low. B-score at 10 µM. 1.1% of 310,000 active. AID 2553, 2010;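 active = B-score under library mean minus 3 SD, initial fluorescence not abnormally high, positive integrated signal ratio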;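 note: B-score derived from integrated fluorescence ratio over the kinetic read; more negative B-score means stronger inhibition of depolarization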
TRPC6 act: mouse TRPC6 channel activators, primary screen, cell-based, HEK293, membrane potential dye; HEK293-TRPC6 membrane potential dye fluorescence; active compounds read high; B-score at 10 µM; 0.13% of 310,000 active;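 active = B-score of the integrated fluorescence ratio above library mean plus 3 SD, and starting fluorescence ratio within library mean plus 5 SD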;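 note: higher score means more depolarization so channel activation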
MrgX1 antag: antagonists of human MrgX1 receptor, primary screen, HEK293 cells, Fluo-4 calcium flux; BAM8-22 antagonism; active compounds read low; B-score at 10 µM; 1.3% of 310,000 active;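 active = calcium-response B-score plate-corrected more than 3 library SD below zero, starting fluorescence within 5 deviations, no agonist response on first addition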;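 note: peak minus trough fluorescence over baseline after final BAM8-22 challenge near maximal dose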
TRPC4 block: inhibitors of mouse TRPC4 channel, primary screen, Fluo4 calcium, HEK293 TRPC4beta/mu-opioid cells | DAMGO-evoked Fluo4 calcium flux; active compounds read low | 0.39% of 300,000 active | B-score at 10 µM | AID 2247, 2010 | Short transient receptor potential channel 4 (Mus musculus), Q9QUQ5;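 active = B-score over 3 SD under the library average, no early fluorescence shift, positive overall ratio signal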
Target sequence (Q9QUQ5 whole entry, looked up): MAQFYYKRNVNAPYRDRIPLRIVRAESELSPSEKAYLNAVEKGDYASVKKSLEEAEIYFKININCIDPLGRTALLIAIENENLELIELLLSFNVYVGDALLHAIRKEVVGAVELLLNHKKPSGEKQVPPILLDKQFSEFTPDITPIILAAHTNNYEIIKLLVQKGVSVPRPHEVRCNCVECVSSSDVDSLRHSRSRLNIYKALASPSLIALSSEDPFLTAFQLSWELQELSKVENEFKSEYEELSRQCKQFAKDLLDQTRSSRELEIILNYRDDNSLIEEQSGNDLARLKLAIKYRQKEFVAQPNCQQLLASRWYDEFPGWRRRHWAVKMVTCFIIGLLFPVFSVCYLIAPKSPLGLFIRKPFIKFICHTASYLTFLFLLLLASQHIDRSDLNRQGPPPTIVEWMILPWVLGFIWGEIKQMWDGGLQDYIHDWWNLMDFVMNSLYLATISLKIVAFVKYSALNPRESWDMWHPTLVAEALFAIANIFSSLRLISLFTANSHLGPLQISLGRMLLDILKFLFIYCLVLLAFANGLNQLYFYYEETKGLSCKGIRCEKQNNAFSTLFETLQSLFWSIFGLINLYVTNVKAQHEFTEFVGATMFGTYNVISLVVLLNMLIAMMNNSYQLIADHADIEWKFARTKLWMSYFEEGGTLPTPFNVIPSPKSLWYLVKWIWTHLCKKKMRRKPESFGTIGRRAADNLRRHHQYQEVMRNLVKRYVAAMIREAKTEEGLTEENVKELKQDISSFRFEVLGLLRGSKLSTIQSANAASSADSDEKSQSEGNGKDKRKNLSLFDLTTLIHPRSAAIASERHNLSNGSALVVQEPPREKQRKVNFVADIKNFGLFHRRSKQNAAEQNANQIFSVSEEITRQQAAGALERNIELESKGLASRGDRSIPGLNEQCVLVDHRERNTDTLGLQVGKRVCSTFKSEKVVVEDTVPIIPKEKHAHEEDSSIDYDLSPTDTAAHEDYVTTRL
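Assay system: TRPC4beta/mu-opioid receptor HEK293 cell line; compound dosing: single concentration per test compound; detection: Fluo4 Ca2+ flux fluorescence; evaluation: per-well B score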
HIF activator: HIF pathway transcriptional activators, primary screen, cell-based, U2OS HRE-luciferase, luminescence. U2OS HRE-luciferase reporter; normalized: DMSO 0%, desferrioxamine 100%. activation, % at 7.5 µM (by protocol). 0.32% of 300,000 active. AID 1910, 2009;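 active = mean activation of at least 10% of the iron chelator positive control signal, with at least half of replicates also reaching 10%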
SKKanGAS inh: S. pyogenes SKKanGAS growth inhibitors in kanamycin, primary screen, streptokinase expression inhibitor project, SKKanGAS strain, BacTiter-Glo luminescence; 6 h; inhibition, % at 7.5 µM; 1.3% of 300,000 active; AID 1662, 2009;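 active = mean replicate score, as percent of positive control median, at least 50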;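 note: strain carries kanamycin resistance gene driven by streptokinase promoter and grows in 40 µg/ml kanamycin; loss of luminescence reflects streptokinase promoter inhibition or plain growth inhibition; 0% = median of DMSO wells and 100% = positive control at its reference dose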
* marks the source's active call; other numbers are inactive results; i = inactive; . = not tested or not shown.

SMILES	MrgX1 allo act	RGS4 inh	Platelet DG rel	RGS4 act	MrgX1 ag	TRPC6 inh	TRPC6 act	MrgX1 antag	TRPC4 block	HIF activator	SKKanGAS inh
Cc1cc(C)c(NC(=O)COC(=O)CCc2ccc(S(=O)(=O)N3CCCCC3)cc2)c(C)c1	i	i	0.9	i	i	i	i	i	i	0.0	-5.7
CC(=O)c1ccc2oc3ccccc3c(=O)c2c1	i	i	1.4	i	i	i	i	i	i	0.1	2.9
C=CCn1c(SCCCc2ccccc2)nc2c1c(=O)[nH]c(=O)n2C	i	i	2.7	i	i	i	i	i	i	0.3	1.4
Cc1cc(Cl)c(OCCCn2cncn2)c(Br)c1	i	i	-10.5	i	i	i	i	i	i	-0.1	8.5
O=C(Nc1ccc(OC(F)F)cc1)Nc1cccc(C(F)(F)F)c1	i	i	-8.0	i	i	i	i	i	i	-0.1	59.5*
Cc1ccccc1C(=O)N1CCC(C(N)=O)CC1	i	i	-0.6	i	i	i	i	i	i	-0.3	-2.6
CCC1Sc2ccccc2N(CC(=O)NCCC2=CCCCC2)C1=O (stereo not drawn)	i	i	-0.3	i	i	i	i	i	i	-0.3	1.3
CCn1cc(C(=O)OCC(=O)c2cc(C)n(-c3ccccc3F)c2C)c(=O)c2ccc(C)nc21	i	i	-1.5	i	i	i	i	i	i	0.4	10.0
O=C(/C=C/c1ccc(OCc2ccccc2)c(OCc2ccccc2)c1)c1cccnc1	i	i	7.9	i	i	i	i	i	i	0.3	1.0
CC(=O)Nc1ccc(S(=O)(=O)NCCc2csc(C)n2)cc1	i	i	-1.2	i	i	i	i	i	i	-0.2	-5.2
COc1ccc(S(=O)(=O)ON=C2CC(C)(C)N(C(C)=O)C(C)(C)C2)cc1	i	i	0.9	i	i	i	i	i	i	0.1	-5.6
COC(=O)c1ccc(OC)c(CSc2nnc(COc3ccc(Cl)cc3)o2)c1	i	i	0.2	i	i	i	i	i	i	-0.3	0.1

Limited to TRPC4 block and HIF activator, for two of the compounds above:
compound	TRPC4 block	HIF activator
O=C(Nc1ccc(OC(F)F)cc1)Nc1cccc(C(F)(F)F)c1	i	-0.1
Cc1ccccc1C(=O)N1CCC(C(N)=O)CC1	i	-0.3

(continued)
SMILES	MrgX1 allo act	RGS4 inh	Platelet DG rel	RGS4 act	MrgX1 ag	TRPC6 inh	TRPC6 act	MrgX1 antag	TRPC4 block	HIF activator	SKKanGAS inh
O=C(COC(=O)c1ccccc1SCC(=O)NC1CCCCC1)NC1CCCCC1	i	i	-1.8	i	i	i	i	i	i	0.5	4.7
CC(=O)Nc1ccc(Cl)cc1C(=O)O	i	i	-22.4	i	i	i	i	i	i	-0.4	-0.8
COc1ccc(OC)c(NC(=O)CN2C(=O)COc3ccc(S(=O)(=O)N4CCCC4)cc32)c1	i	i	-15.0	i	i	i	i	i	i	-1.2	7.1
CCCCCCn1c(N)c(C#N)c2ccc([N+](=O)[O-])cc2c1=O	i	i	1.9	i	i	i	i	i	i	-1.2	-16.2
CCCCN(CC)CCCNC(=O)c1ccc(CS(=O)(=O)c2ccccc2C)o1	i	i	5.2	i	i	i	i	i	i	-0.4	-2.7
CN1C(C(=O)NCCc2cccs2)CC2Cn3c(nc4ccccc43)C21 (stereo not drawn)	i	i	-0.9	i	i	i	i	i	i	-0.4	-0.2
NC(=O)c1cccc(S(=O)(=O)N2CC(c3ccccc3)CC2=O)c1 (stereo not drawn)	i	i	0.2	i	i	i	i	i	i	-0.3	-1.6
COc1ccccc1NC(=O)c1cccc(N2C(=O)C3C4C=CC(C4)C3C2=O)c1 (stereo not drawn)	i	i	2.2	i	i	i	i	i	i	0.1	2.9
Cc1cc(N/N=C/c2ccc(O)cc2O)c2ccccc2n1	i	i	-5.4	i	i	i	i	i	i	-0.2	1.6
CC(=O)c1ccc(N2CCN(S(=O)(=O)c3cn(C)cn3)CC2)cc1	i	i	0.3	i	i	i	i	i	i	0.0	-0.6
CNc1nc2sc3c(c2c(=O)n1C)CC(C)(C)SC3	i	i	-1.6	i	i	i	i	i	i	-0.3	-12.1
COc1ccc(S(=O)(=O)N2CCC(C(=O)NC3CCCC3)CC2)cc1C	i	i	4.4	i	i	i	i	i	i	-0.6	1.8
COc1ccc(NC(=O)CCN2CCCCC2)cc1	i	i	3.5	i	i	i	i	i	i	0.1	-6.6
FC(F)(F)c1ccc(-c2noc(CN3CCCN(C4CCCCC4)CC3)n2)cc1	i	i	-1.7	i	i	i	i	i	i	0.1	-3.9
COc1ccc(S(=O)(=O)Nc2ccc(O)c3ccccc23)cc1	i	6.84*	-4.6	i	i	i	i	i	i	0.4	9.8
CC(CCc1ccccc1)NC(=O)CCCn1ncn2c(cc3occc32)c1=O (stereo not drawn)	i	i	-4.4	i	i	i	i	i	i	0.0	2.2
CC(=O)Nc1ccc(NC(=O)c2cc(-c3ccccc3)nc3ccccc23)cc1	i	i	1.2	i	i	i	i	i	i	-1.6	10.1
O=C(CCNS(=O)(=O)c1ccccc1)N1CCOCC1	i	i	-4.2	i	i	i	i	i	i	-0.5	2.2
CC1C(=O)N2CCCc3cc(S(=O)(=O)N4CCC(C(N)=O)CC4)cc1c32 (stereo not drawn)	i	i	1.1	i	i	i	i	i	i	-0.5	3.5
CCN(CC)S(=O)(=O)c1ccc(NC(=O)CC(NC(C)=O)c2ccccc2)cc1 (stereo not drawn)	i	i	-3.1	i	i	i	i	i	i	0.1	8.9
CCC(=O)Nc1c2c(nn1-c1ccc(OC)cc1)CSC2	i	i	-3.1	i	i	i	i	i	i	-0.9	-3.0
O=C(Nc1ccc(Cl)cc1)C1CCN(C(=O)NC2CCCCC2)CC1	i	i	-6.0	i	i	i	i	i	i	-0.1	-7.0
O=C(NNc1nc(-c2ccc(Br)cc2)cs1)c1ccco1	i	i	-8.7	i	i	i	i	i	i	0.2	11.8
Cc1nc(Cl)cc(N/N=C/c2ccc(O)cc2)n1	i	i	3.2	i	i	i	i	i	i	0.7	-3.3
CC(C)CC1=C/C(=C/c2ccc(-c3ccccc3)o2)C(=O)O1	i	i	-1.1	i	i	i	i	i	i	0.2	-2.9
CCOC(=O)C(NCCc1ccccc1)(NC(=O)CC)C(F)(F)F (stereo not drawn)	i	i	3.7	i	i	i	i	i	i	0.0	-1.7
CCOc1ccccc1CNC(=O)c1cc2oc3ccccc3c2n1CC	i	i	0.1	i	i	i	i	i	i	-0.7	34.2
Cc1ccc2oc(-c3cccc(NC(=S)NC(=O)c4cccs4)c3)nc2c1	i	i	-8.6	i	i	i	i	i	i	6.1	1.3
CCOC(=O)c1ccc(NC(=O)NC(C)C2CCCO2)cc1 (stereo not drawn)	i	i	-1.1	i	i	i	i	i	i	0.5	0.4
CCN(CC)S(=O)(=O)c1ccc(N2CCCCC2)c(C(=O)Nc2ccccc2N2CCOCC2)c1	i	i	-4.5	i	i	i	i	i	i	-41.4	16.9
O=C(Nc1ccc([N+](=O)[O-])c(NC(=O)C2CCCO2)c1)C1CCCO1 (stereo not drawn)	i	i	12.2	i	i	i	i	i	i	-0.3	-5.6
CC(C)NCC1CCc2cc(CO)c([N+](=O)[O-])cc2N1 (stereo not drawn)	i	i	1.7	i	i	i	i	i	i	-0.1	-3.7
CS(=O)(=O)N(CC(=O)Nc1ccccc1C(=O)N1CCOCC1)c1cccc([N+](=O)[O-])c1	i	i	8.7	i	i	i	i	i	i	0.5	25.3
CNNC(=S)Nc1ccc(Cl)cc1	i	i	-3.8	i	i	i	i	i	i	-0.2	-8.7
COc1cccc(/C=N/N2CCN(C3c4ccccc4-c4ccccc43)CC2)c1O	i	i	14.2	i	i	i	i	i	i	0.0	0.4
c1cncc(C2OCC3(CO2)COC(c2cccnc2)OC3)c1 (stereo not drawn)	i	i	15.4	i	i	i	i	i	i	-0.7	.
COC(CNC(=O)Cn1ncc2ccsc2c1=O)OC	i	i	1.9	i	i	i	i	i	i	-0.1	-2.1
Cc1ccc(C)c(NC(=S)N2CCN(c3ccccn3)CC2)c1	i	i	-8.3	i	i	i	i	i	i	-1.0	-5.8
COC(=O)c1cccc(NC(=O)CCc2ccccc2)c1	i	i	-2.7	i	i	i	i	i	i	1.5	0.9
Cc1c(NS(=O)(=O)c2ccc(S(=O)(=O)c3ccccc3)s2)c(=O)n(-c2ccccc2)n1C	i	i	2.5	i	i	i	i	i	i	0.2	0.4
C[C@H](NC(N)=O)C(=O)OCC(=O)Nc1ccc(OC(F)F)cc1	i	i	-0.4	i	i	i	i	i	i	0.6	18.7
Cc1cc(Nc2ccccc2)n(-c2ccc(Br)cc2)n1	i	i	4.2	i	i	i	i	i	i	-0.1	5.1
C/C(=C/C(=O)O)C(=O)Nc1cccc(C(F)(F)F)c1	i	i	7.0	i	i	i	i	i	i	0.0	-15.9
COc1cc(SC)ccc1C(=O)Nc1ccccc1	i	i	3.2	i	i	i	i	i	i	5.0	11.2
N#CCC(=O)N/N=C/c1cn(Cc2ccc(Cl)cc2Cl)c2ccccc12	i	i	-0.2	i	i	i	i	i	i	0.2	29.3
COc1cc(C)c(S(=O)(=O)NOCc2ccc([N+](=O)[O-])cc2)c(C)c1C	i	i	15.6	i	i	i	i	i	i	-2.3	-1.7
O=C(CSc1nc(-c2ccc(Cl)cc2)cs1)Nc1cccc([N+](=O)[O-])c1	i	i	0.3	i	i	i	i	i	i	0.2	-7.2
COc1ccc(CNC(=O)C2CC(c3ccc(F)cc3)=NO2)cc1 (stereo not drawn)	i	i	-0.7	i	i	i	i	i	i	-0.2	3.2
Cn1c(=O)c2c(nc(Oc3ccc(-c4ccccc4)cc3)n2C)n(C)c1=O	i	i	8.6	i	i	i	i	i	i	-0.1	35.6
O=C(CCNS(=O)(=O)c1ccc(Br)cc1)NCc1ccc(Cl)cc1	i	i	-2.2	i	i	i	i	i	i	-0.3	-12.0

High-throughput results: PubChem, several laboratories
